Lipid storage S3: qHTS Assay for Lipid Storage Modulators in Drosophila S3 Cells. Drosophila S3 cells, BODIPY lipid droplet fluorescence, 18-24 h; cells fed with added oleic acid. lipid storage change, negative = inhibition, % at the top dose, mostly 46.1 µM; hits show Potency in µM. 0.64% of 320,000 active; active = well fitted inhibition curve with a large enough effect in the signal ratio, with a control signal flat, not every such curve was filed as active; inconclusive = small, poorly fitted or top-dose-only effect, or effect the other way, or a change in a side signal; the % refers to the signal ratio
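Laser-scanning cytometry quantifies lipid droplet accumulation (500–530 nm total intensity; droplet/cell object ratio) in oleic acid-fed (400 uM added) Drosophila S3 cells treated with a concentration series. 20 uM Triacsin C defined 100% inhibition.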
Lipid storage S3 cell count max: also measured in Lipid storage S3; calls as there; cell number change, %; measured here: cell count max response;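 cells counted by Cell Tracker Red CMTPX staining in the red channel; peak over a dose series mostly up to 46.1 µM; percent activity relative to internal control wells on each plate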
Numbers without * were called inactive; i = inactive; ? = inconclusive; · = not tested or not shown. % is set by controls: 0 for no effect and ±100 for the full control effect; potency is the fitted concentration of half-maximal effect. Not all compounds are listed, so the mix of outcomes need not match the whole.

SMILES | Lipid storage S3 | Lipid storage S3 cell count max
Cc1cc2n(n1)C(c1sccc1C)Nc1ccccc1-2 (configuration not stated) | ? | ·
Cc1cc(NC(=O)CSc2nc3cc(Cl)ccc3c(=O)n2C(C)C)no1 | ? | ·
CCCCc1n[nH]c2c1/C(=N/O)CC(C)(C)C2 | -1% | 1
COC(=O)c1ccc(Cc2ccccc2)o1 | 26µM* | 0.2*
CN1/C(=C\C(=O)COc2ccc3c(c2)OCO3)C(C)(C)c2ccccc21 | ? | ·
COc1ccc(OC)c(Nc2nc(-c3cccc([N+](=O)[O-])c3)nc3ccccc23)c1 | -11% | -9
COCCn1c(SCC(=O)Nc2cc(C)on2)nnc1-c1ccccc1 | i | -21
COC(=O)c1cc(C(=O)N(Cc2ccccc2)c2ccccn2)cc([N+](=O)[O-])c1 | 1% | 17
CCOc1ccc(CCNC(=O)c2cc3ccccn3n2)cc1OCC | ? | ·
COc1cccc(/C=N/NC(=O)CN2C(=O)NC3NC(=O)NC32)c1 (configuration not stated) | -1% | 2
Cc1ccc(C(=O)Nc2cccc(-c3ccc(N4CCOCC4)nn3)c2)cc1C | ? | ·
COc1ccc(/C=C(/NC(=O)c2ccc(C)cc2)c2nc3ccccc3[nH]2)cc1OC | 0% | -10

The final 3 entries of the part above are carried over, then new ones follow:
SMILES | Lipid storage S3 | Lipid storage S3 cell count max
COc1cccc(/C=N/NC(=O)CN2C(=O)NC3NC(=O)NC32)c1 (configuration not stated) | -1% | 2
Cc1ccc(C(=O)Nc2cccc(-c3ccc(N4CCOCC4)nn3)c2)cc1C | ? | ·
COc1ccc(/C=C(/NC(=O)c2ccc(C)cc2)c2nc3ccccc3[nH]2)cc1OC | 0% | -10
CCCN=C1NC(=O)C(CC(=O)NCCc2ccccc2)S1 (configuration not stated) | ? | ·
C/C(N)=C(/C#N)C(=O)CSc1nnnn1-c1ccccc1 | ? | ·
CCCc1[nH]nc2c1C(C1CC=CCC1)C(C#N)=C(N)O2 (configuration not stated) | 0% | -14
Cc1ccc(-c2cc(C(F)(F)F)c(C#N)c(SCCC#N)n2)o1 | i | -7
COc1ccc(C(=O)Nc2ccc(C(=O)Nc3cccc(C)c3)cc2)cc1 | ? | ·
CC(C)(C)OC(=O)N[C@@H](Cc1ccccc1)C(=O)N1CCC(C(=O)NCC(=O)O)CC1 | i | -10
COc1ccc(C=O)cc1COc1ccc([N+](=O)[O-])c(C)c1 | ? | ·
CCC(CC)C(=O)NCCc1ccc(OC)c(OC)c1 | ? | ·
COC(=O)C1=CN(c2ccc(OC)cc2)C=C(C(=O)OC)C1c1ccc([N+](=O)[O-])cc1 | ? | ·
COC(=O)CSc1nnc(CNS(=O)(=O)c2ccc(Cl)cc2)n1C | 21µM* | -23*
O=C(NCC1CCCO1)c1ccc2c(=O)n(Cc3cccc(Br)c3)c(=S)[nH]c2c1 (configuration not stated) | ? | ·
Cc1ccc(-c2csc3nc4cc(C(N)=O)ccc4c(=O)n23)cc1 | 9% | -12
COc1cc(NC(=O)CN(C)C2CCCCC2)c(C)cc1[N+](=O)[O-] | 21% | 10
O=S(=O)(NC(=NC1CCCCC1)c1ccccc1)c1ccc(F)cc1 | i | ·
CCOCCCNC(=O)c1c[nH]c2ccc(S(=O)(=O)Nc3cccc(OC)c3)cc2c1=O | ? | ·
Cc1nc2ccccc2c2c1C(=O)N(c1ccc(C(=O)O)cc1)C2=O | ? | ·
Cc1nc2cc(C(=O)N3c4ccccc4CC3C)ccc2s1 (configuration not stated) | 2% | 19
O=C(Cc1c(F)cccc1Cl)Nc1ncc([N+](=O)[O-])s1 | 3% | ·
CCOC(=O)c1c(NC(=O)CSc2nnnn2-c2ccc3c(c2)OCO3)sc(C)c1C | ? | ·
Cc1cc(C)n(CCC(=O)N/N=C/c2ccc(O)cc2O)n1 | -4% | 5
Cc1ccc(S(=O)(=O)Nc2nc3ccc(S(C)(=O)=O)cc3s2)cc1 | ? | ·
COc1ccc(N2CCN(Cc3nc4c(c(=O)n(C)c(=O)n4C)n3C(C)C(C)=O)CC2)cc1 (configuration not stated) | -7% | -7
CCCCn1c(SCC(=O)N2CCOCC2)nnc1-c1ccoc1C | -2% | 2
O=C(Nc1ccc(Br)cc1)Nn1cnnc1 | -17% | ·
Cc1ccc(OCC(=O)N(Cc2cccs2)C2CCS(=O)(=O)C2)cc1C (configuration not stated) | ? | ·
CCCCN(C(=O)Cc1coc2cc(C)c(C)cc12)c1c(N)n(Cc2ccccc2)c(=O)[nH]c1=O | ? | ·
CC(C)Cn1nc(C(=O)Nc2nnc(C3CC3)s2)c2ccccc2c1=O | -17% | -6
COc1ccc(-c2cc3nc(C)c(CCC(=O)NCc4ccco4)c(C)n3n2)c(OC)c1 | -1% | -13
CCn1c(/C=C/N(C)c2ccccc2)[n+](CC)c2ccc(Cl)cc21 | ? | ·
O=C1CSC(c2ccccn2)N1c1ccccc1F (configuration not stated) | 7% | ·
Cc1cc(C)c(NC(=O)COc2ccc(-n3cnnn3)cc2)c(C)c1 | ? | ·
Cc1csc(=O)n1CC(=O)OCC(=O)NC(C)c1ccc(F)cc1 (configuration not stated) | 11% | -14
O=C(COC(=O)/C=C/c1ccccc1)NC1CCCCCC1 | ? | ·
COC(=O)c1[nH]c2ccccc2c1NC(=O)c1c(F)cccc1F | 13% | 14
O=c1[nH]c(N2CCN(c3ccccc3)CC2)nc2c1CCC2 | i | 10
COc1ccc2cc(C(=O)N3CCN(Cc4ccc5c(c4)OCO5)CC3)[nH]c2c1 | ? | ·

4 compounds from above, ordered by the value under Lipid storage S3 cell count max, high to low.
SMILES | Lipid storage S3 | Lipid storage S3 cell count max
COC(=O)c1[nH]c2ccccc2c1NC(=O)c1c(F)cccc1F | 13% | 14
O=c1[nH]c(N2CCN(c3ccccc3)CC2)nc2c1CCC2 | i | 10
COc1ccc(-c2cc3nc(C)c(CCC(=O)NCc4ccco4)c(C)n3n2)c(OC)c1 | -1% | -13
Cc1csc(=O)n1CC(=O)OCC(=O)NC(C)c1ccc(F)cc1 (configuration not stated) | 11% | -14

Part of the list above in order of formula weight, low to high.
SMILES | Lipid storage S3 | Lipid storage S3 cell count max
O=c1[nH]c(N2CCN(c3ccccc3)CC2)nc2c1CCC2 | i | 10
CCn1c(/C=C/N(C)c2ccccc2)[n+](CC)c2ccc(Cl)cc21 | ? | ·
COc1ccc2cc(C(=O)N3CCN(Cc4ccc5c(c4)OCO5)CC3)[nH]c2c1 | ? | ·
CCCCN(C(=O)Cc1coc2cc(C)c(C)cc12)c1c(N)n(Cc2ccccc2)c(=O)[nH]c1=O | ? | ·

New compounds follow
SMILES | Lipid storage S3 | Lipid storage S3 cell count max
CCC(C)(C)n1nnnc1C(c1ccccc1OC)N1CCSCC1 (configuration not stated) | i | ·
Cc1cc(C)cc(N(CCC#N)C(=O)COC(=O)c2ccc(OCc3c(C)noc3C)cc2)c1 | ? | ·
COCCNC(=S)N/N=C(\C)CCc1ccc2c(c1)OCO2 | ? | ·
NC(=O)CCN1CCN(S(=O)(=O)/C=C/c2ccccc2)CC1 | ? | ·
CC(c1ccccc1F)n1cc(C(=O)NCCCn2ccnc2)nn1 (configuration not stated) | 2% | 5
CCOC(=O)C1CCN(C(=O)C2CCN(c3ncnc4c3nc3n4CCCCC3)CC2)CC1 | ? | ·
COc1ccc(NS(=O)(=O)c2ccc(OCC(=O)N3CCCC3)cc2)cc1 | ? | ·
Cc1ccccc1NC1C=CS(=O)(=O)C1 (configuration not stated) | -11% | -21
CSc1nnc(Cn2c(=O)sc3ccccc32)n1C | 0% | -11
N/C(=N/S(=O)(=O)c1ccccc1)c1cccc([N+](=O)[O-])c1 | 0% | -12
OCC1(Cc2cccc(Cl)c2)CCCN(Cc2cn[nH]c2C2CCCCC2)C1 (configuration not stated) | 8% | -12
CC(NC(=O)NCc1cccnc1)(C(F)(F)F)C(F)(F)F | ? | ·
CC(C)Cn1nnc2c(=O)oc3ccccc3c21 | ? | ·
CCNc1nc(N)c(C(=O)C23CC4CC(CC(C4)C2)C3)s1 | -7% | -20
CCCCn1nc2cc(C(=O)NCc3ccc(C(F)(F)F)cc3C(F)(F)F)ccc2c1OCC | -12% | 8
Clc1ccc(-n2nnc(-c3nccs3)n2)cc1Cl | -4% | 2
CSCC(=O)Nc1nc(-c2ccc3c(c2)OCCO3)cs1 | 1% | -7
Cc1nc(CC(=O)N2CCN(S(=O)(=O)c3ccccc3C#N)CC2)cs1 | ? | ·
CC(C)(C)CN1CCC(Oc2cccc(C(=O)NCCCOc3cccnc3)c2)CC1 | ? | ·
CN(Cc1ccccc1)c1nc(CN2CCOCC2)nc2scc(-c3ccccc3)c12 | ? | ·
CN=C(NC(=O)Nc1c(C)cccc1C)NC(=O)Nc1c(C)cccc1C | -3% | -18
O=C(Nc1cc(C(F)(F)F)ccc1F)C1CCCCC1 | i | 12
COc1ccccc1-c1ccc(SCC(=O)NC2CCCC2)nn1 | ? | ·
CCOc1cc(C2Nc3cccc4cccc(c34)N2)ccc1O | ? | ·
COc1ccccc1C(=O)NC(=S)N1CCc2ccccc21 | 0% | 3
COc1ccc2c(c1OC)C(=O)N1C2SC[C@H]1C(=O)NC1CCCC1 (some centres not stated) | ? | ·
Cn1cccc1/C=C1\SC(=O)N(CC(=O)Nc2ccc(Cl)cc2)C1=O | 16% | 24
COc1cc(C)ccc1OCC(=O)NC1CCCCCC1 | ? | ·
CN(CCC1CCOCC1)C(=O)C1CCC(=O)N(CCc2ccccc2)C1 (configuration not stated) | ? | ·
Cc1ccc(-n2c(SCC(=O)NCc3ccco3)nnc2-c2cccnc2)c(C)c1 | -2% | ·
COc1ccc2c(c1)C(C)CC(C)(C)N2C(=O)CSc1nc2ccccc2s1 (configuration not stated) | ? | ·
COc1cc(NC(=S)N2CCN(C)CC2)cc(OC)c1 | i | ·
COc1ccc(CCNC(=O)c2cc3c(=O)n4ccccc4nc3n(CCCN3CCOCC3)c2=N)cc1 | ? | ·
Cc1cccc(NC(=S)N/N=C2/CCCCc3ccccc32)c1 | -1% | -11
CCn1c(SCc2nc3sc(C(=O)O)c(C)c3c(=O)[nH]2)nnc1-c1ccc(Cl)cc1 | ? | ·
COc1ccc(NC(=O)CSc2nc3ccccc3c(=O)n2CCNC(C)=O)c(OC)c1 | ? | ·
CN(Cc1ccco1)C(=O)CN1C(=O)NC(c2ccccc2)(c2ccccc2)C1=O | ? | ·
O=C(O)C1CCCC2CN3CCc4c([nH]c5ccccc45)C3C(O)C21 (configuration not stated) | -8% | -2
O=C(Nc1cc(=O)[nH]c2ncnn12)c1ccc(Cl)cc1Cl | -3% | 8
Oc1ccc(NC(=S)Nc2ccc(O)cc2)cc1 | -14% | 11
O=C(COc1ccccc1Cl)NCCCNC(=O)c1cnccn1 | ? | ·
CC(C)c1ccc(/C=N/NC(=O)c2nnn(-c3nonc3N)c2CSC2=NCCS2)cc1 | ? | ·
CCCC(=O)c1ccc(N2CCN(C(=O)c3ccc(Br)cc3)CC2)c(F)c1 | -5% | -9
Cc1ccccc1OCCN1C(=O)C(=O)c2cccc(C)c21 | ? | ·
Cc1cccc(OCc2nnc(SCc3nc4cc(C(F)(F)F)ccc4c(=O)[nH]3)o2)c1 | ? | ·
O=C(Nc1cccc(S(=O)(=O)N2CCCCC2)c1)C1=NN(c2ccccc2)C(=O)CC1 | ? | ·
CCOC(=O)C1CCCN(C(=O)c2ccc([N+](=O)[O-])c(C)c2)C1 (configuration not stated) | ? | ·
Cc1[nH]c2ccccc2c1/C=N/Nc1cccc(C(=O)O)c1 | 12% | 3
CN(CCOC(=O)CN1C(=O)c2ccccc2C1=O)C1=NS(=O)(=O)c2ccccc21 | ? | ·
Nc1nc(SCc2ccccc2)c2[nH]cnc2n1 | ? | ·
O=S(=O)(NCC(c1cccnc1)N1CCOCC1)c1ccc(Cl)cc1 (configuration not stated) | -9% | 6
CCn1nc(C)c(CNC(=O)C2CCC(=O)N(Cc3cccc(F)c3)C2)c1C (configuration not stated) | ? | ·
CN1C(=O)N(C)c2ccc(Br)c3cccc1c23 | i | -21
CC(=O)c1c(C)[nH]c(C(=O)OCC(=O)Nc2sc3c(c2C#N)CCCC3)c1C | ? | ·
CN(C)c1ccc(CN(C(=O)COc2ccc(Br)cc2)C2CCS(=O)(=O)C2)cc1 (configuration not stated) | ? | ·
CC(C)CNC(=O)c1ccccc1NC(=O)CN(c1ccc2c(c1)OCCO2)S(C)(=O)=O | i | ·
N#CCc1ccc(C(=O)c2ccccc2F)s1 | i | ·
C[n+]1c2n(c3ccccc31)N=C(c1cc(C(C)(C)C)c(O)c(C(C)(C)C)c1)CS2 | ? | ·
O=C(CN1C(=O)c2ccccc2S1(=O)=O)NCc1ccc(F)cc1 | -10% | 14
COc1ccc(Cl)cc1NC(=O)CN1C(=O)NC2(CCCC2)C1=O | -19% | ·
(continued)
SMILES | Lipid storage S3 | Lipid storage S3 cell count max
N/C(Cc1ccc(Cl)cc1Cl)=N\OC(=O)Cc1ccccc1 | -8% | -21
CC(C)NC(=O)CSc1nnc(-c2ccco2)n1N | ? | ·
CN1CCN(C(=O)C2=C[C@@H](C(C)(C)C)C[C@@H](OCc3ccc(CO)cc3)O2)CC1 | -15% | 1
CC(C)CNC(=S)N1CCN(C)CC1 | ? | ·
O=C(CN1C(=O)C2CC=CCC2C1=O)NC1=NCCS1 (configuration not stated) | -1% | 5
CCOC(=O)C1(Cc2cccc(OC)c2)CCN(Cc2cnc(SC)nc2)CC1 | -7% | -13
O=C(N/N=C/c1cn(-c2cccs2)nc1-c1ccccc1)c1ccccc1Br | 1% | -9
CCOc1cccc(C(=O)Nc2cccc(-c3nnc(-c4ccccc4)o3)c2)c1 | -5% | 11
O=C(Cc1cccc2ccccc12)Nc1nc2ccccc2[nH]1 | ? | ·
O=C(COC(=O)c1ccco1)NCc1ccccc1Cl | ? | ·

Compound activity deposited in PubChem by National Center for Advancing Translational Sciences (NCATS).
